Screens from PubChem.
Sm TGR block = qHTS Assay for the Inhibitors of Schistosoma Mansoni Peroxiredoxins; purified TGR, DTNB reduction, TNB absorbance 405 nm; 3% of 360,000 active; Schistosoma mansoni thioredoxin glutathione reductase (TGR), Q962Y6; Potency, µM (highest dose often 114 µM), for inactives: at the highest dose activity change, negative = inhibition, most hits filed as inhibitors; also: potency is read from the fitted curve at half-maximal effect; nearly all actives have a fitted effect of over 60% in size
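Kinetic colorimetric format: TGR-catalysed, NADPH-driven DTNB reduction monitored via TNB absorbance. Enzyme dispensed at 20 nM; compound exposure 15 min at room temperature before reaction start.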
FBPA Giardia inh = qHTS Assay for Inhibitors of Fructose-1,6-bisphosphate Aldolase from Giardia Lamblia; AID 2451, 2010; Potency, µM (highest dose often 59.6 µM), for inactives: at the top dose activity, negative = inhibition, usual class: inhibitors; purified Giardia FBPA; A8B2U2; 0.71% of 290,000 active; also: potency is read from the fitted curve at half-maximal effect; nearly all actives have a fitted effect of over 55% in size
Target sequence (A8B2U2 whole entry, looked up): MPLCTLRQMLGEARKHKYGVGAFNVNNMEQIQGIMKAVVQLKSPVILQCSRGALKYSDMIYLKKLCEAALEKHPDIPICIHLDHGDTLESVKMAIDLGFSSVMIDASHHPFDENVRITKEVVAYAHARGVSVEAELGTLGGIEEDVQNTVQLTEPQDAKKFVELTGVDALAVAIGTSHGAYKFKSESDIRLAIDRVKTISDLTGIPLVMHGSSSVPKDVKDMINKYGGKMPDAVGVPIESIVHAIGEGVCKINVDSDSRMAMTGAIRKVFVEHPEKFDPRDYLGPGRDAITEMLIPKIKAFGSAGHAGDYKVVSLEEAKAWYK
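40 nM FBPA preincubated 10 min at RT with compound (up to 57.5 uM final), then substrate plus GAPDH/TPI/NAD/arsenate coupling and diaphorase/resazurin added. Fluorescence read after 20 min at RT, 525/598 nm.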
AmpC inh detg = qHTS Inhibitors of AmpC Beta-Lactamase (assay with detergent); AID 485294, 2010; AmpC hydrolysis of nitrocefin, absorbance 480 nm, 0.01% Triton; P00811; Potency, µM (titrated, usually from 114 µM), for inactives: at the highest dose activity change, negative = inhibition, usual class: inhibitors; 0.041% of 370,000 active;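 also: potency is read from the fitted curve at half-maximal effect; 0% = no-compound wells and -100% = no-enzyme wells; nearly all actives have a fitted effect of over 25% in size; some results filed as inactive show a strong effect at the top dose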
Target sequence (P00811 whole entry, looked up): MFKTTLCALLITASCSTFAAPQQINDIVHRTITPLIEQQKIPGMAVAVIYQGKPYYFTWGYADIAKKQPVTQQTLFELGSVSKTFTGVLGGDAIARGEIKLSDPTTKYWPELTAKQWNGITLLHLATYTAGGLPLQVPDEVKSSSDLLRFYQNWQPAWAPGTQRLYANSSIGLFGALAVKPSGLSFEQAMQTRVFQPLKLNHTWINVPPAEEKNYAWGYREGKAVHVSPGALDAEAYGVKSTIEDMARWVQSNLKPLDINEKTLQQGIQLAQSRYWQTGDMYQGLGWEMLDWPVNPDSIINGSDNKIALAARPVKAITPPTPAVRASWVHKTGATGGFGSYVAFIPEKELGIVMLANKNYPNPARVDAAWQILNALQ
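AmpC (5.3 nM in the dispensed reagent) in 20 mM phosphate pH 7.0 with 0.01% (detergent screen) or 0.0001% Triton X-100 was preincubated with compounds for 15 min at room temperature. Nitrocefin was then added from an 800 uM solution, and hydrolysis was followed at 480 nm.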
AMA1-RON2 inh = qHTS for Inhibitors of AMA1-RON; Towards Development of Antimalarial Drug Lead: Primary Screen | AID 720542, 2013 | Plasmodium falciparum AMA1 (3D7) - RON2 peptide interaction | 0.2% of 360,000 active | AlphaScreen AMA1-biotinylated RON2 peptide binding | Potency, µM (titrated, usually from 58.2 µM), for inactives: at the highest dose activity change, negative = inhibition, actives largely listed as inhibitors;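 also: potency is read from the fitted curve at half-maximal effect; 0% = vehicle wells and -100% = peptide control; nearly all actives have a fitted effect of over 45% in size; some results filed as inactive show a strong effect at the top dose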
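AMA1 (3D7) with his tag at 25 nM final met compounds first, then biotinylated RON2 peptide at 25 nM; detection used donor plus acceptor beads, 10 µg/mL apiece, read by AlphaScreen after 30 min at room temperature.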
HCMV antiviral = qHTS Assay for inhibitors of the human cytomegalovirus (HCMV) | HFF cells, HCMV-luciferase reporter, 72 h; stronger effect = lower value | activity change, negative = inhibition, % at 57.5 µM | 4.5% of 410,000 active | AID 1259415, 2018; in the data active = activity change below about -60%; inconclusive = no clear call, values can overlap the other calls; inactive = above about -39%
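HFF cells seeded 16 h at 37C, treated with compounds, infected with luciferase-reporter HCMV at MOI 1 PFU/cell; luciferase read at 72 h post infection, normalized to buffer-only and Salinomycin controls.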
HCV inhibitor = qHTS Assay for Inhibitors of Hepatitis C Virus (HCV). Huh7.5.1 HCVcc-Cre infection, luciferase reporter, 44 h. Potency, µM (series often up to 41.8 µM), without a hit: at the highest dose activity change, negative = inhibition, hits mostly inhibitors. 3.4% of 340,000 active; also: potency is read from the fitted curve at half-maximal effect
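Luciferase read-out (15 sec integration) after a 15 min room-temperature substrate step quantifies HCVcc-Cre infection. Cells, 1,000 per well, had compound added 4 h post-plating, then virus at ~0.5 moi, and were cultured 44 h.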
* marks the source's active call; other numbers are inactive results; ? = inconclusive; · = not tested or not shown; [ ] = dose if it differs, or a comment. Unless noted, calls follow the shape of the dose curve; as a rule, active = well fitted curve in the direction sought with a large enough effect; inconclusive = small, poorly fitted or top-dose-only effect, or another doubt; inactive = no such curve, though single readings can be large; an effect the other way counts as inactive or inconclusive. Unless noted, % is scaled to controls: 0 for no effect and ±100 for the full control effect. An unsorted share of the library (roughly 9.3% active in at least one column).

mol | Sm TGR block | FBPA Giardia inh | AmpC inh detg | AMA1-RON2 inh | HCMV antiviral | HCV inhibitor
CCC(CC)NC(=O)c1cc(OC)c(OC)c(OC)c1 | 5% | 2% | -15% | 7% | 29 | 11%
CC(C)Sc1nnc(OC(=O)N(C)C)n1-c1ccccc1 | -7% | 2% | 0% | -13% | 35 | -3%
COc1ccc(CNc2nc(Cl)c(C#N)s2)cc1 | -3% | 6% | 2% | -13% | 2 | -21%
CCOc1cc(C(c2c(O)nc(SC)[nH]c2=O)c2c(O)nc(SC)[nH]c2=O)ccc1O | · | · | · | -2% | 20 | 9%
Cc1csc(NC(=O)CSc2nnc3ncccn23)n1 | 0% | 0% | ? | 4% | -87* | 4%
Cc1nn(-c2ccc(F)cc2)c(-n2cccc2)c1C(=O)N1CCN(c2ccc(F)cc2)CC1 | 1% | · | 16% | · | -10 | ·
COc1ccc(CCNc2nc(-c3cccnc3)cs2)cc1OC | -23% | -4% | -5% | -11% | -28 | ?
CC(C)(C)c1ccc(CN2C3=NCCCN3c3ccccc32)cc1 | -23% | 2% | 3% | 7% | -85* | 32µM*
CC(Cc1ccccc1)NC(=O)C1(c2ccccc2)CCOCC1 (centres undefined) | 12% | 13% | -10% | 15% | 16 | 8%
CC(=O)Nc1ccc(Nc2cc(C)nc3c(-c4ccc(Cl)cc4)c(C)nn23)cc1 | -3% | 0% | -11% | -2%[2.32 µM] | ? | ?
CCc1ccc(Nc2n[n+](-c3ccccc3)c(-c3ccc(N(CC)CC)cc3)s2)cc1 | -23% | 25µM* | -7% | 26% | -93* | 11µM*
COC(=O)Nc1nc2ccc(-c3n[nH]c(=O)c4ccccc34)cc2[nH]1 | -1% | -8% | -2% | -8%[2.32 µM] | 30 | -3%
Cc1noc(Cn2c(=O)c3ccccc3n(CC(=O)Nc3ccc(F)cc3F)c2=O)n1 | 1% | · | 16% | · | -2 | ·
COc1ccc(/C=C(/NC(=O)c2ccccc2)C(=O)N2CCOCC2)cc1OC | 1% | -8% | -4% | 9% | 3 | 5%
CCN(CC)C1CCN(C(=O)c2cc(COc3ccc(F)cc3Cl)on2)C1 (centres undefined) | 8% | 2% | 7% | -1% | -2 | ?
CCOc1cnc(-c2ccc(Cl)cc2)o1 | -27% | -3% | 0% | -2% | -10 | 4%
C=CCOc1ccccc1/C=c1\sc2nc(=O)c(C)nn2c1=O | -24% | -1% | -6% | 18% | 20 | 13%
O=C(CN1C(=O)NC2(CCCC2)C1=O)NCc1ccc(Cl)cc1 | · | · | · | 1% | -23 | -3%
O=C(NC1CCCCC1)Sc1ccc(Cl)cc1 | ? | -2% | 7% | 11% | 14 | -25%
CN1CCN(S(=O)(=O)c2ccc(Br)s2)CC1 | -5% | -4% | 1% | -1% | -10 | 17%
CCOC(=O)c1ccc(NC(=S)N2CCSC2c2ccc(OC)cc2)cc1 (centres undefined) | -12% | -7% | ? | 32%[activator] | 71 | -11%
CCc1ccccc1NC(=O)C(Cc1ccccc1)c1nn[nH]n1 (centres undefined) | 0% | ? | ? | -4% | 63 | -8%
CC1CCCCC12NC(=O)N(CC(=O)N1CCN(S(=O)(=O)/C=C/c3ccccc3)CC1)C2=O (centres undefined) | -7% | · | -6% | -3% | 3 | 10%
Cc1cc(Cl)c(S(=O)(=O)NCc2ccncc2)cc1OCC(N)=O | -3% | 3% | 3% | 13% | -9 | -15%

Pulled by structure from above, four records:
mol | Sm TGR block | FBPA Giardia inh | AmpC inh detg | AMA1-RON2 inh | HCMV antiviral | HCV inhibitor
O=C(CN1C(=O)NC2(CCCC2)C1=O)NCc1ccc(Cl)cc1 | · | · | · | 1% | -23 | -3%
C=CCOc1ccccc1/C=c1\sc2nc(=O)c(C)nn2c1=O | -24% | -1% | -6% | 18% | 20 | 13%
CC1CCCCC12NC(=O)N(CC(=O)N1CCN(S(=O)(=O)/C=C/c3ccccc3)CC1)C2=O (centres undefined) | -7% | · | -6% | -3% | 3 | 10%
CCc1ccccc1NC(=O)C(Cc1ccccc1)c1nn[nH]n1 (centres undefined) | 0% | ? | ? | -4% | 63 | -8%

More entries follow:
mol | Sm TGR block | FBPA Giardia inh | AmpC inh detg | AMA1-RON2 inh | HCMV antiviral | HCV inhibitor
Cn1c(=O)[nH]c(=O)c2c1nc(N1CCOCC1)n2Cc1ccccc1 | -4% | · | 7% | · | 3 | ·
CCC(CC)C(=O)Nc1ccc(C(=O)OCc2cc(=O)n3nc(C4CC4)sc3n2)cc1 | -8% | · | -4% | · | -26 | ·
O=C(COC(=O)Cn1cnc2ccccc2c1=O)Nc1ccc(Cl)c(C(F)(F)F)c1 | 9% | -2% | -3% | -6% | 25 | 2%
O=C(CSc1ccccn1)N1CCc2ccccc21 | 5% | -7% | 2% | -13% | -20 | 8%
Cc1ccc(COc2ccc(/C=N/O)cc2)cc1 | -7% | -2% | -16% | -20% | -5 | -10%
COc1ccc(CCNC(=O)CSc2nnc3ccccn23)cc1 | 10% | 3% | 5% | -15% | -5 | 3%
COc1ccc(C(=O)NCCn2cc(SCC(=O)Nc3cccc(C)c3)c3ccccc32)cc1 | -2% | · | 0% | · | ? | ·
CCOc1ccc(C(c2c(O)cc(C)n(CCOC)c2=O)N2CCN(c3ccc(F)cc3)CC2)cc1 (centres undefined) | 5.6µM* | · | -2% | · | 8 | ·
COc1cc(/C=N/n2nnnc2Nc2ccccc2)cc(OC)c1OC | -2% | -2% | ? | 2% | · | ?
COc1ccc(N(C(=O)/C=C\C(=O)Nc2ccc(C)cc2)C(C(=O)NCc2ccco2)c2ccc(C)cc2)cc1 (centres undefined) | 45µM* | · | 2% | · | -30 | ·
Cc1cccc(Nc2nc(N)nc(-c3oc4ccccc4c3C)n2)c1 | -3% | -6% | -7% | -5% | -16 | ?
Cc1c(NC(=O)c2ccccc2F)cccc1-c1nc2cccnc2s1 | 29% | · | 22% | · | -2 | ·
CCN(CC)S(=O)(=O)c1ccc(N2CCOCC2)c(NC(=O)Cc2cccc3ccccc23)c1 | 1% | -8% | ? | -9% | -7 | -1%
O=C(O)c1ccc(Oc2cccc([N+](=O)[O-])c2)cc1C(=O)O | 7% | 19% | -1% | -3% | -6 | 7%
Cc1nc(=O)c(-c2ccccc2)c(C)n1CCCCCC(=O)O | -9% | 2% | 2% | 0% | 24 | 5%
Cc1ccc(S(=O)(=O)n2ccc3c2CCCC3=O)cc1 | 11% | 7% | -8% | 0% | 165 | 2%
O=C(c1ccccc1Cl)n1nc(-c2cccnc2)nc1NCc1ccc(F)cc1 | 2% | · | 16% | · | 1 | ·
COc1ccc(CCn2c(=S)[nH]c3ccc(N4CCOCC4)cc3c2=O)cc1OC | ? | -10% | -2% | 53%[activator] | -17 | ?
O=C(NNS(=O)(=O)c1ccc(Br)cc1)NC1CCCCC1 | 5% | 3% | 5% | -5% | 12 | 40%[activator]
CN1CCC(OC(=O)C23CCC(C)(C(=O)O2)C3(C)C)CC1 (centres undefined) | 2% | 4% | ? | 9% | -20 | 16%
CCOC(=O)CC1C(=O)NCCN1C1CCCC1 (centres undefined) | 52%[activator] | -2% | -6% | 6% | -7 | 16%
Cc1ccc(-c2nc(CS(=O)(=O)CC(=O)NCc3cccc(F)c3)c(C)o2)cc1 | ? | -12% | -14% | 17% | -1 | -14%
COc1cc(NC(=S)NC(=O)C(C)C)ccc1NC(=O)c1cc2ccccc2o1 | -8% | -1% | -9% | -4% | ? | 1%
COc1ccc(C2c3cc(OC)c(OC)cc3CC(=O)N2c2cccc(C#N)c2)cc1 (centres undefined) | 4% | · | 20% | · | 3 | ·

The closing 4 records of the section before lead into the next:
mol | Sm TGR block | FBPA Giardia inh | AmpC inh detg | AMA1-RON2 inh | HCMV antiviral | HCV inhibitor
CCOC(=O)CC1C(=O)NCCN1C1CCCC1 (centres undefined) | 52%[activator] | -2% | -6% | 6% | -7 | 16%
Cc1ccc(-c2nc(CS(=O)(=O)CC(=O)NCc3cccc(F)c3)c(C)o2)cc1 | ? | -12% | -14% | 17% | -1 | -14%
COc1cc(NC(=S)NC(=O)C(C)C)ccc1NC(=O)c1cc2ccccc2o1 | -8% | -1% | -9% | -4% | ? | 1%
COc1ccc(C2c3cc(OC)c(OC)cc3CC(=O)N2c2cccc(C#N)c2)cc1 (centres undefined) | 4% | · | 20% | · | 3 | ·
COc1ccccc1N1CCN(C(=O)CSc2nnc(-c3ccoc3C)o2)CC1 | ? | 0% | -11% | 2% | -15 | -17%
Cc1ccc(C(=O)NCCCNc2ccc(C(F)(F)F)cc2[N+](=O)[O-])cc1 | 0% | 5% | ? | -1% | 26 | 2%
Cc1cc(C)n(C(=O)c2ccncc2)n1 | 2% | 0% | ? | · | · | ·
COc1ccc(Cl)cc1NC(=O)CN(C)C(=O)c1cn(-c2ccccc2)nc1-c1cccnc1 | -3% | · | -18% | -6% | -17 | ?
CCCN(CCC)C(=O)Cn1c(=O)n(-c2ccc(OC)cc2)c(=O)c2ccc(C(=O)NCc3ccc(C)cc3)cc21 | -2% | · | -5% | · | -36 | ·
CC(C)Cn1c(CN2C(=O)c3ccccc3C2=O)nc2ccccc2c1=O | 5% | 0% | -9% | 1% | -2 | 3%
O=C(O)Cc1ccc(NC(=O)Nc2ccc3c(c2)OCO3)cc1 | 4% | 2% | ? | 13% | 49 | 14%
c1coc(-c2nnc(SCc3cn4ccccc4n3)o2)c1 | 3%[11.4 µM] | -11% | -13% | -4% | 2 | 2%
Brc1ccc(-c2csc(NNC3=NCCCCC3)n2)cc1 | -4% | ? | -2% | -4% | ? | ?
Cc1ccc2c(c1)nnn2C1CCN(C(=O)C23CC4CC(CC(C4)C2)C3)CC1 | -4% | 0% | 0% | 14% | -14 | 5%
COC(=O)c1c(NC(=O)Cc2cccs2)sc(C(=O)N2CCCCC2)c1C | -17% | 1% | 0% | 13% | -12 | ?
COc1cccc(N2CC(=O)N(NC(=O)CSc3nc(C)cc(C)c3C#N)CC2=O)c1 | 3% | -7% | -8% | -8% | -2 | 21%
CN(C1CCS(=O)(=O)C1)S(=O)(=O)c1ccccc1 (centres undefined) | -25% | -10% | -2% | -8% | -6 | 18%
CC(C)CCNC(=O)c1cccc(S(=O)(=O)N2CCc3ccccc32)c1 | -4% | 0% | 3% | 2% | 8 | ?
Cc1ccc(NC(=O)CSc2nccn2C)cc1S(=O)(=O)N1CCOCC1 | -8% | -17% | -11% | -8% | 10 | 9%
Cc1cccc(NC(=O)c2cc3n(n2)C(C(F)(F)F)CC(C2CC2)N3)c1C (centres undefined) | 4% | -6% | -12% | 20% | 26 | 3%
O=C(COc1ccc2ccc(=O)oc2c1)Nc1c(Cl)cccc1C(F)(F)F | 3% | · | -13% | -7% | -6 | -4%
O=C(Cc1ccc(Cl)cc1)NNC(=S)NC(=O)c1cccnc1 | · | -19% | -7% | 107%[activator] | 11 | 5%
